Assay outcomes: PubChem, several laboratories
14-3-3 Bad inh: disrupts binding of bovine 14-3-3 zeta to phospho-Bad peptide; TR-FRET 14-3-3zeta/Dy647-pBad peptide displacement, 1 h; inhibition, % at 21.7 µM; 220,000 tested, 0.71% active;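 active = inhibition above about 70%, limit read from the data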;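 note: 0% = full 14-3-3 plus peptide FRET controls and 100% = background without 14-3-3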
Target sequence (P63103 whole entry, looked up): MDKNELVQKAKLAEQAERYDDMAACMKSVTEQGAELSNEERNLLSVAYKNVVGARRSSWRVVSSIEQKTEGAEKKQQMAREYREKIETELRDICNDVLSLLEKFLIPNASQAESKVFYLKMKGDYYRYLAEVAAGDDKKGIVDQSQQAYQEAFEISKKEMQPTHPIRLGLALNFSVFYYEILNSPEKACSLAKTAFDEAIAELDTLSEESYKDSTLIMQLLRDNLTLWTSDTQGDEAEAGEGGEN
EBV gp42 block: EBV gp42 inhibition; Fluorescence polarization binding assay, mP read-out; inhibition, % (tested at 21.74 µM); 220,000 tested, 0.42% active; AID 1085; in the data active = inhibition above about 50%
Target sequence (Q1HVG2 whole entry, looked up): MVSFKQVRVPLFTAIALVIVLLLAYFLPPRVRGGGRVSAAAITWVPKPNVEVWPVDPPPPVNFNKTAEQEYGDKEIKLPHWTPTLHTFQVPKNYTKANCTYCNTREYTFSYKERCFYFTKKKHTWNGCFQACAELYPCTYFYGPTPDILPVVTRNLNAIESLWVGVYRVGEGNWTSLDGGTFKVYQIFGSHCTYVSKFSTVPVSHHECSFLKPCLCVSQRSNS
KCC2 mod: modulates chloride dependent transport by human KCC2 | KCC2 cells, thallium flux FluoZin-2 fluorescence | B-score of Tl+ flux slope (higher = more flux/activation; lower = inhibition) at 10 µM | 190,000 tested, 2.2% active;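 active = thallium flux slope and its plate-corrected score both differing from the plate sample mean at a set confidence after two filtering rounds, in either direction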;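 note: slope of fluorescence scaled to starting intensity during 10 to 20 s after thallium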
Rad51 HR inh: blocks human Rad51 in homologous recombination | Q06609 | hRad51 DNA strand exchange, fluorescence dequenching | inhibition, % at 10 µM | 200,000 tested, 0.085% active | AID 1385;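 active = inhibition above 40% at the single screening dose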;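 note: 0% = DMSO control wells and 100% = blanks with heterologous ssDNA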
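material = hRad51 filaments on single-stranded DNA | reagent = Donor/quencher-labelled 47-bp dsDNA substrate | compound = 10 µM final, single point | schedule = strand-exchange reaction 15 min at room temperature | measured by = fluorescein emission 520 nm, excitation 485 nm | read-out basis = % inhibition versus plate control and blank means | benchmarks = plate controls and plate blanks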
NCF1 inh: inhibitors of human p47phox binding | p47phox/p22phox peptide binding, fluorescence polarization, 2 h | inhibition, % at 24.7 µM | 220,000 tested, 0.53% active;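 note: 0% = p47phox with labelled peptide and 100% = labelled peptide alone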
Target sequence (P14598 whole entry, looked up): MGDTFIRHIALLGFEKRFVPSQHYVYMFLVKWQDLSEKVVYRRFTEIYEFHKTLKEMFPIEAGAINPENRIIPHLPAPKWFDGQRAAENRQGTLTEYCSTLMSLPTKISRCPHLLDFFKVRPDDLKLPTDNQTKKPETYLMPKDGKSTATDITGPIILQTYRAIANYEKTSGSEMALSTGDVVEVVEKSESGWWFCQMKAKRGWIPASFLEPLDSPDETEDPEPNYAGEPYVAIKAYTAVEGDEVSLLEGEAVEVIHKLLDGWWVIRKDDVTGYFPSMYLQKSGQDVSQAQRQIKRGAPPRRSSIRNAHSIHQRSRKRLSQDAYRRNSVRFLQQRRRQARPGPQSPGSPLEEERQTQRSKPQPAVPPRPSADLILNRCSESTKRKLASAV
Furin inh: human furin inhibition. inhibition, % at 30 µM. purified furin, fluorogenic substrate cleavage. AID 463115. 220,000 tested, 0.061% active; in the data active = inhibition above about 25%; note: inactives centre near -15
KLK5 inh: kallikrein 5 (human) inhibition. Q9Y337. recombinant hK5, fluorogenic AMC substrate cleavage. inhibition, % at 5 µM. 210,000 tested, 0.59% active. AID 873;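 active = inhibition of 40% or more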;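 note: 0% = enzyme controls without compound and 100% = no-enzyme blanks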
Target sequence (Q9Y337 67-293 limits assumed): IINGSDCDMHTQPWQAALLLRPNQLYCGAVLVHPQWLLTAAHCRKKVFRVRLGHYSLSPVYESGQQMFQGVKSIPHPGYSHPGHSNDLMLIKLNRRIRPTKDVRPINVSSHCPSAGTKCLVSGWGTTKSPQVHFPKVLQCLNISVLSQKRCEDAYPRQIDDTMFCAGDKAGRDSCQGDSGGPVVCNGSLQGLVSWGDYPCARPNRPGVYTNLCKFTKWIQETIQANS
thrombin 1536: thrombin (human) inhibition | alpha-thrombin, Boc-VPR-AMC fluorogenic substrate cleavage | inhibition, % at 5 µM | 220,000 tested, 0.26% active | AID 1046;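 active = inhibition at or above 40%; inactive = inhibition below 40%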;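 note: 0% = enzyme with no compound and 100% = wells without enzyme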
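Material: human alpha-thrombin enzyme / Medium: pH 7.5 Tris (50 mM) with NaCl 150 mM, Tween 20 0.05% / Compound: single-point dosing at 5 µM, 0.2% DMSO / Incubation: enzyme reaction carried out at room temperature / Detection: AMC fluorescence, 355/460 nm / Read-out basis: percent inhibition scaled between no-compound controls and no-enzyme blanks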
eIF4E-4G inh: inhibitors of eIF4E and eIF4G interaction in translation initiation. inhibition, % at 21.7 µM. P63073+Q04637. AID 782. 220,000 tested, 0.37% active. TR-FRET eIF4E-eIF4GI(517-606) binding, 2 h;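 note: 0% = full FRET control wells and 100% = background wells lacking eIF4GI fragment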
Active calls of the source: *; . = no result given; [ ] = remark or other dose.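 Rule for the calls, unless noted: active = inhibition above about 30% (limit read from the data); inactive = the rest.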

NCF1 inh	Furin inh	thrombin 1536	KLK5 inh	Rad51 HR inh	14-3-3 Bad inh	KCC2 mod	EBV gp42 block	eIF4E-4G inh	canonical_smiles
.	-36	4	17	.	-4	0.11	-10	1	CC(=O)Nc1ccc(OCC[n+]2cccc(C(N)=O)c2)cc1
-1	-14	-4	6	-7	-6	0.19	-20	-2	CN1CCN(c2ccc(C(=O)c3ccc(Br)cc3)cc2[N+](=O)[O-])CC1
3	-6	-5	2	-5	-1[fluorescence artefact?]	-2.3	10	0	Cc1ccc(C(=O)N/C(=C\c2ccco2)C(=O)NCCc2c[nH]c3ccccc23)cc1
-14	-8	3	-4	20	-8	.	-9	-26[fluorescence artefact?]	COc1ccc(/C=N/Nc2nc(C)c([N+](=O)[O-])c(N(C)c3ccccc3)n2)cc1OC
2	-22[20 µM]	3	3	-5	-3	-4.7*	-7	6	O=C(CSc1nc2ccccc2[nH]1)Nc1ccccc1F
7	-11	0	1	-7	-4	0.056	-13	-2	Cc1ccc(OCCOCCn2cnc3ccccc3c2=O)cc1C
-3	-13[20 µM]	1	-6	2	-1	0.42	-23	6	O=C(CN1CCCCC1)Nc1cccc(Oc2ccccc2)c1
4	-5	-10	-3	-1	-4	0.76	-6	2	COc1cc(/C=C(\NC(C)=O)C(=O)Nc2ccccc2C)ccc1OC(C)=O
-3	-24	-6	0	-6	-3	-0.00076	-10	1	Cc1c(CCOC(=O)c2cccc([N+](=O)[O-])c2)sc[n+]1CC(=O)c1ccccc1
-12	-18	-2	-18	.	-2	0.095	2	6	CCc1c(O)nc2ccccn2c1=O
-2	-8[20 µM]	2	-3	-6	3	.	-5	-1	C=CCc1ccc(OCC(O)COc2ccc(CC=C)cc2OC)c(OC)c1
0	-15	-10	-1	-5	-3	-0.96	8	-2	CCOC(=O)c1ccc(NC(=O)CSc2ccc(-c3cccnc3)nn2)cc1
12	-8	1	-5	-31	9[fluorescence artefact?]	-1.6	-12	13[fluorescence artefact?]	O=C(NC1=C(Nc2ccc(Cl)cc2)C(=O)c2ccccc2C1=O)c1ccccc1
-12	-19	3	-13	1	9	.	0	-3	Clc1cccc(CSc2nnc(-c3cccnc3)n2Cc2ccco2)c1
-4	-8	.	4	-1	15	-2.1	-11	3	COc1cc(/C=C/c2cc(C(F)(F)F)[nH]c(=O)n2)cc(OC)c1OC
-16	-34	5	3	0	-19	-0.059	-10	-7	CCCCC(=O)NC(=S)Nc1ccc(Cl)c(C(=O)O)c1
-8	-4	2	-6	.	-1[fluorescence artefact?]	1	-2	5	Nc1ccccc1SCc1cn2ccccc2n1
-6	-21	-4	-28	3	16[fluorescence artefact?]	0.042	-20	6[fluorescence artefact?]	COc1ccc2c(c1)c(C(=O)CN1CCC3(CC1)OCCO3)c(C)n2C
-18	-4	-1	-2	6	-11	0.27	3	-8	CCOC(=O)c1cccc(NC(=O)N[C@@H](C)C(=O)OC)c1
-30	-25	-4	3	-8	6	0.93	-7	-4	N#C/C(=C(/O)c1ccc([N+](=O)[O-])o1)c1nc2ccccc2[nH]1
-35	-7	-6	-43	-13	4	.	27	-3	COc1cccc2cc(-c3nc(-c4cccs4)cs3)c(=O)oc12
-9	-14[20 µM]	1	1	-4	4[fluorescence artefact?]	-1.4	-6	-2[fluorescence artefact?]	CCOCCCNCC(=O)Nc1ccc(OC(F)(F)F)cc1
-25	-10[20 µM]	-5	-160	4	-5	1.1	6	11	COc1ccc(CNC(=O)c2c(N)n(CCCN3CCOCC3)c3nc4ccccc4nc23)cc1
-5	-22	-3	-5	4	-4	-0.36	-29	4	O=C(COc1ccc2c(c1)CCC2)NCc1cccc(Cl)c1
-4	-26	1	1	-2	-11	0.19	-21	-3	COC(=O)CCS(=O)(=O)c1cc(Cl)ccc1Cl
-8	-28	2	-13	-6	.	.	-13	.	COc1cc2[nH]c3c(N4CCN(c5ccc(Cl)cc5)CC4)ncnc3c2cc1OC
-20	-5[20 µM]	5	0	-1	-1	0.37	-24	-1	Cc1cc(C)c2oc(=O)cc(CN3CCOCC3)c2c1
-16	-17	11	10	2	4	0.59	-31	-8	O=C(Cc1n[nH]c(=O)c2ccccc12)NC(c1ccccc1)c1ccccc1
-8	-95[20 µM]	-25	-153	-1	.	-0.0042	-5	.	COC(=O)Cc1c(C)c2ccc(O)c(CN3CCCC(C)C3)c2oc1=O (stereo not drawn)
9	-10[20 µM]	-3	-15	4	11	1.4	-13	2	Cc1cccc(C)c1NC(=O)COC(=O)c1nonc1N

2 entries drawn at random from those above, as already listed:
NCF1 inh	Furin inh	thrombin 1536	KLK5 inh	Rad51 HR inh	14-3-3 Bad inh	KCC2 mod	EBV gp42 block	eIF4E-4G inh	canonical_smiles
-16	-17	11	10	2	4	0.59	-31	-8	O=C(Cc1n[nH]c(=O)c2ccccc12)NC(c1ccccc1)c1ccccc1
-6	-21	-4	-28	3	16[fluorescence artefact?]	0.042	-20	6[fluorescence artefact?]	COc1ccc2c(c1)c(C(=O)CN1CCC3(CC1)OCCO3)c(C)n2C

Further compounds follow.
NCF1 inh	Furin inh	thrombin 1536	KLK5 inh	Rad51 HR inh	14-3-3 Bad inh	KCC2 mod	EBV gp42 block	eIF4E-4G inh	canonical_smiles
-8	-30	-12	-12	25	-18	-0.038	-2	2	Cn1c(NC(=O)/C=C/c2c(F)cccc2Cl)cc(=O)n(C)c1=O
-25	-17[20 µM]	2	-1	7	9	0.076	4	1	O=C(Nc1ccn(Cc2c(F)c(F)cc(F)c2F)n1)c1ccc(COc2cc(Cl)ccc2Cl)o1
5	-16[20 µM]	0	-20	-1	-2	-0.36	-5	-6	Cn1cnnc1SCC(=O)Nc1c(F)cc(F)cc1Br
-7	-2	-1	12	9	2	.	-10	1	CC(=O)Nc1ccc(OC/C=C(\C)Cl)cc1
-3	-3[20 µM]	3	-13	7	-12	.	-28	-3	S=c1nc[nH]c2c1[nH]c1ccccc12
-11	-14	-1	-7	0	7	.	-12	-5	COc1ccc(CCN(C(=O)C(F)(F)F)C(C(=O)NC2CCCCC2)c2ccc(C)s2)cc1 (stereo not drawn)
-7	-19	-2	-13	-9	-13	0.7	-2	-3	CNC(=O)CNC(=O)Nc1ccc(Cl)c(Cl)c1
-1	-15	-3	-23	-11	-3	0.16	-4	-5	CCCS(=O)(=O)N1CCCC(C(=O)NCCN(Cc2ccccc2)C(C)C)C1 (stereo not drawn)
-14	-1[20 µM]	1	-16	-5	6[fluorescence artefact?]	0.97	-18	-1	CCC(Sc1nc(N)cc(N)n1)C(=O)O (stereo not drawn)
3	-17	-16	3	6	15	-1.6	1	3	O=C(Cn1nc(-c2ccccc2)ccc1=O)Nc1cccc(NC(=O)c2ccccn2)c1
-2	-27	0	-19	4	9	0.36	0	0	Cc1cccc(C2=NN(c3ccc(Br)cc3)[C@@H](C(=O)N3CCOC3=O)[C@@H]2c2ccc(F)cc2)c1
-1	-23	-8	-1	1	-11	-1.1	-17	1	Cc1ccc(NC(=O)CS(=O)CC(=O)N(CC(=O)NC2CCCC2)c2ccc3c(c2)OCCO3)cc1 (stereo not drawn)
-5	-16[20 µM]	-5	-12	0	58[fluorescence artefact?]	.	-27	3[fluorescence artefact?]	CCN(CC)CCc1c(C)[nH]c(C(=O)OCc2ccccc2)c1C
-1	-28	-1	0	.	-1	-0.57	-12	1	CCOc1ccc(C(=O)NCC(=O)OCC(=O)NC2CCCC2)cc1
-7	-31	-3	2	6	1	-0.029	-9	-4	CC(=O)c1ccc(NC(=O)CN2CCC(NC(=O)C3CCCCC3)CC2)cc1
0	-28[20 µM]	1	5	3	46	.	-10	-3	O=c1[nH]c2c(c(=O)n1Cc1ccccc1)CCC2
-6	-12	-7	2	-1	-4[fluorescence artefact?]	1.6	-10	4[fluorescence artefact?]	Cn1c(CCN2CCCCC2)nc2cc(NC(=O)C3CCCCC3)ccc21
-7	-16	1	0	14	-2	.	-11	7	CCCc1nn(C)c2c(=O)[nH]c(-c3cc(S(=O)(=O)N(CCO)CCO)ccc3OCC)nc12
-9	-25	2	-7	0	7	.	5	-1	CC(NC(=O)Nc1cccnc1)(C(F)(F)F)C(F)(F)F
.	-17	-6	-5	5	2	-0.48	-11	0	O=C(Nc1ccccc1)C1=C[C@H](c2coc3ccccc3c2=O)C[C@H](OCc2ccc(CO)cc2)O1
3	-20	-1	-3	13	-25	-0.068	-8	2	CC(=O)OCC(=O)Nc1ccccc1OC(F)F
3	-18	11	-2	-3	7	-0.028	-3	1	COc1cc(OC)c(C(=O)OCC(=O)N2CC(=O)Nc3ccccc32)cc1OC
-7	-2	-1	-2	-14	79*	0.095	-11	72*	CC(C)CC(=O)N1CCN(Cc2cccc(F)c2)CC1
-14	-21	-6	1	-3	-8	4.2	4	0	CCCOc1ccc(Cc2c(COCC)[nH]c(=S)[nH]c2=O)cc1
-5	3[20 µM]	2	-11	-6	6	-1.2	-1	7	Clc1ccc(CSc2nnc(Cn3cnc4ccccc43)o2)cc1
-9	-29	-7	-2	-1	-5	0.17	-3	-3	CCOC(=O)C1(Cc2ccccc2C)CCCN(C(=O)c2ccccn2)C1 (stereo not drawn)
0	-5	-8	-15	1	-15	1.2	2	14	Cc1cccc(NC(=S)N2CCN(C(=O)C3CCCO3)CC2)c1 (stereo not drawn)
-14	-20	0	-13	6	-23	1.2	7	-2	COc1ccccc1N1CCN(c2ncc(C(=O)N3CCN(c4cccc(Cl)c4)CC3)c3ccccc23)CC1
-153	-1	-7	-18	.	-28	3.7*	1	4	COc1ccc(CCn2c(O)cc3nn(-c4nc5ccccc5s4)c(=O)c-3c2C)cc1
-10	-5	1	-34	-120	-12	3.8*	-10	15	Cc1ccc(/C=C2\SC(=S)N(/N=C/c3cc([N+](=O)[O-])ccc3O)C2=O)o1
25	-22	-4	-3	0	0	-0.027	-10	-23	Cc1cc2cc(CNC(=O)C3CCCC3)ccc2n1C
-2	-15	-5	-13	-1	-11	-0.63	-6	-1	CCCOCC1CC(CCc2nc(=S)[nH][nH]2)C(=O)O1 (stereo not drawn)
-1	-23[20 µM]	-3	-14	-4	9	-0.6	-26	8	Cc1onc(-c2ccccc2)c1C(=O)NCC1COc2ccccc2O1 (stereo not drawn)
-4	-19	-11	3	-3	-8	-0.34	12	2[fluorescence artefact?]	O=C(NN=C1CCC(c2ccccc2)CC1)c1ccccc1-n1cccc1 (stereo not drawn)
0	-18	-6	-3	26	-1	0.019	2	-5	O=C1Nc2ccccc2N(O)N1c1ccc(S(=O)(=O)Nc2ccccn2)cc1
10	-18[20 µM]	-3	-25	7	-9	0.049	-14	-6	Cc1ccc(-c2noc(CCC(=O)Nc3cccc(C#N)c3)n2)cc1
-8	-13	-7	-18	-1	-9	0.5	-3	-4	COCCn1c(=NC(=O)c2sc3ccccc3c2Cl)sc2cc(S(N)(=O)=O)ccc21
-8	-16	-6	.	.	-3	0.49	-10	3	Cc1ccc(-c2csc(NC(=O)CCNC(=O)c3ccc(Cl)cc3)n2)cc1

Record cards, as listed above. Screens in order: NCF1 inh, Furin inh, thrombin 1536, KLK5 inh, Rad51 HR inh, 14-3-3 Bad inh, KCC2 mod, EBV gp42 block, eIF4E-4G inh
Profile of `Cc1ccc(-c2csc(NC(=O)CCNC(=O)c3ccc(Cl)cc3)n2)cc1` : -8, -16, -6, ., ., -3, 0.49, -10, 3
Profile of `O=C(NN=C1CCC(c2ccccc2)CC1)c1ccccc1-n1cccc1` (stereo not drawn) : -4, -19, -11, 3, -3, -8, -0.34, 12, 2[fluorescence artefact?]
Profile of `Cc1ccc(-c2noc(CCC(=O)Nc3cccc(C#N)c3)n2)cc1` : 10, -18[20 µM], -3, -25, 7, -9, 0.049, -14, -6
Profile of `Cc1onc(-c2ccccc2)c1C(=O)NCC1COc2ccccc2O1` (stereo not drawn) : -1, -23[20 µM], -3, -14, -4, 9, -0.6, -26, 8
Profile of `Cc1cc2cc(CNC(=O)C3CCCC3)ccc2n1C` : 25, -22, -4, -3, 0, 0, -0.027, -10, -23

No enrichment for hits. About 4.7% of those tested had a hit in this group.
